Screening data (PubChem)
PI5P4K alpha inh – PI5P4K alpha (human) kinase inhibition. actives 1.2% (n = 330,000). PI5P4Kalpha enzyme, ADP-Glo luminescence, 60 min; stronger effect = lower value. max response, %. AID 652105. P48426; active = max response of -50% or lower; inconclusive = between -30% and -50%; inactive = -30% or higher; also: value at the top dose of about 77 µM; % is scaled to controls: 0 for no effect and ±100 for the full control effect
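Compounds were pin-transferred onto PI5P4Kalpha and substrate in HEPES pH 7.4 buffer with EGTA, CHAPS and 5% DMSO. ATP (5 microM final) started the reaction, which ran 60 minutes at room temperature before ADP-Glo detection.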
EPAC1 antag – blocks human EPAC1 exchange factor. EPAC1 GEF assay, Rap1b-BODIPY-GDP exchange fluorescence. Potency, µM (series often up to 115 µM), for the others: at the highest dose activity change, negative = inhibition, actives largely listed as inhibitors. actives 0.14% (n = 360,000). AID 720709;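 also: potency is read from the fitted curve at half-maximal effect; plate controls were vehicle for no effect and positive control for full effect; nearly all actives have a fitted effect of over 50% in size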
Target sequence (O95398 whole entry, looked up): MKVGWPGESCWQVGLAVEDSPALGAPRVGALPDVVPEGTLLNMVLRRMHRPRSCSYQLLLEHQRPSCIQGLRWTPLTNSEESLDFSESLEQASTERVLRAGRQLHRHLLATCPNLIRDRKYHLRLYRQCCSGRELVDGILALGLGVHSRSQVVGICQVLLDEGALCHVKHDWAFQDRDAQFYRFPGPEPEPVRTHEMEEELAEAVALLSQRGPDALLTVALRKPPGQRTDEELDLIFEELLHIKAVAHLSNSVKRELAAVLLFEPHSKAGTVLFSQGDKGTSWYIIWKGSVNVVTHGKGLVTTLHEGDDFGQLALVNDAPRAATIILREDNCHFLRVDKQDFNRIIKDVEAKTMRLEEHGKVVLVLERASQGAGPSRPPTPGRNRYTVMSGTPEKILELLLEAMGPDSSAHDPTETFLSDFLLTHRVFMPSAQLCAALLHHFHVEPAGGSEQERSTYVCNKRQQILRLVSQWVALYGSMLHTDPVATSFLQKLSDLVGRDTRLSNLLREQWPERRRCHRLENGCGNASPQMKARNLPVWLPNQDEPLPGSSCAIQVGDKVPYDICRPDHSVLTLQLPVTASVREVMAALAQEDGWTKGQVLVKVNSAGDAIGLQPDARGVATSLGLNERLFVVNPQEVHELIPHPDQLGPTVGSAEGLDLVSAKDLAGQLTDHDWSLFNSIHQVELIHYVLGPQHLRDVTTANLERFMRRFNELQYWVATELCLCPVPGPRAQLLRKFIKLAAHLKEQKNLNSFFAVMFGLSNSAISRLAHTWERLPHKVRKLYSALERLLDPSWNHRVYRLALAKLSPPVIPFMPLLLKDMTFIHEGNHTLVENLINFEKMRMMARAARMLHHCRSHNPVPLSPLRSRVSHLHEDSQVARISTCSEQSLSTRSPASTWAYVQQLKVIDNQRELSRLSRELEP
PLK1 PBD block – blocks phosphopeptide binding to human PLK1 polo-box domain; Plk1 PBD binding of FITC phosphopeptide, fluorescence polarization; Potency, µM, inactives show max response, negative = inhibition, usual class: inhibitors; actives 2.8% (n = 360,000); also: potency is read from the fitted curve at half-maximal effect; series mostly up to about 57 µM; % is scaled to controls: 0 for no effect and ±100 for the full control effect; nearly all actives have a fitted effect of over 65% in size
PTHR1 agonist – PTHR1 (human) receptor agonism; Q03431; Potency, µM (titrated, usually from 115 µM), for inactives: at the highest dose activation, most hits filed as activators; actives 0.075% (n = 410,000); HEK293 GP2 PTHR1 cells, GloSensor cAMP luminescence, 1 h; also: potency is read from the fitted curve at half-maximal effect; nearly all actives have a fitted effect of over 55% in size; some results filed as inactive show a strong effect at the top dose; inactives centre near -15; many of its hits are not listed in these tables
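HEK-293-derived GP2 cells expressing PTHR1 and a GloSensor cAMP reporter, 3,000/well, plated overnight, given luciferin plus IBMX (each 0.5 mM as added) for 1 h at 37 °C, then compound for 1 h at 37 °C. Luminescence was read after 15 min at room temperature.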
GLP1R cytotox – cytotoxicity counter-screen for GLP-1 receptor inverse agonists. HEK293 cAMP-luciferase reporter cells, luminescence, 24 h. Potency, µM (highest dose often 38.3 µM), for the others: at the highest dose activity change, negative = inhibition, hits mostly inhibitors. AID 624418. actives 0.13% (n = 410,000);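 also: loss of luciferase light is scored as toxicity; potency is read from the fitted curve at half-maximal effect; % is scaled to controls: 0 for no effect and ±100 for the full control effect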
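Step one: seed cells (200 cells/uL, DMEM with 10% Nu serum, 1% pen-strep). Step two: 12-hour incubation at 37 deg C. Step three: pin 23 nL compound, incubate 24 hr. Step four: add luciferase reagent, read luminescence 12 min later.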
IL2 activator – IL-2 activation | actives 0.065% (n = 360,000) | AID 652025 | IL-2 activation reporter assay, cell-based qHTS; stimulated with anti-CD3/CD4/CD28 beads; in transgenic mouse T cells | activation, % (series mostly up to about 46 µM); in the data active = activation above about 50%; inconclusive = mostly about 30% to 49%; also: 0% is about no effect
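Unstimulated transgenic mouse T cells preincubated 60 min with compound, then stimulated with anti-CD3/anti-CD4-coated beads plus anti-CD28 for 18 h at 37 degrees C. IL-2 response read as EGFP and DsRed fluorescence by plate cytometry.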
EPAC1 ag – activates human EPAC1 exchange factor; Potency, µM (top dose mostly 154 µM), without a hit: at the highest dose activation, most hits filed as activators; EPAC1 agonist qHTS, biochemical assay; response scale: 100% = response to 6.5 mM cAMP; actives 0.073% (n = 360,000); O95398; also: potency is read from the fitted curve at half-maximal effect; nearly all actives have a fitted effect of over 60% in size
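Nucleotide exchange by EPAC1 (100 nM) on Rap1B–BODIPY-GDP (250 nM) in the presence of 50 uM GDP is tracked fluorescently at 480/540 nm over 30 min. Signals are normalized to a 6.5 mM cAMP control.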
GLP1R inv ag – GLP-1 receptor (human) inverse agonism | P43220 | HEK293 GLP-1R CRE-luciferase, luminescence, 24 h; GLP-1R form is constitutively active | Potency, µM (doses to about 38.3 µM), inactives show top-dose activity change, negative = inhibition, most hits filed as inhibitors | actives 1.6% (n = 410,000) | AID 624417; also: potency is read from the fitted curve at half-maximal effect; % is scaled to controls: 0 for no effect and ±100 for the full control effect; nearly all actives have a fitted effect of over 55% in size
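Luminescence readout: a drop in cAMP-driven luciferase signal flags inverse agonism at a constitutively active GLP-1R stably expressed in HEK293. Compound exposure lasted 24 hr at 37 deg C, 5% CO2.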
GLP1R ag – activates the human GLP-1 receptor; P43220; HEK293 GLP-1R CRE-luciferase, luminescence, 4-6 h; cells express a hypersensitive GLP-1R form; Potency, µM (titrated, usually from 45.6 µM), for inactives: at the top dose activation, hits mostly activators; actives 0.007% (n = 380,000); also: potency is read from the fitted curve at half-maximal effect; % of control where 0% means no effect
The depositor's hits bear a star; i = inactive; ? = inconclusive; nt = no result given; & = joins results of further samples; [ ] = another dose, or the depositor's remark. Unless noted, calls follow the shape of the dose curve; as a rule, active = well fitted curve in the direction sought with a large enough effect; inconclusive = small, poorly fitted or top-dose-only effect, or another doubt; inactive = no such curve, though single readings can be large; an effect the other way counts as inactive or inconclusive.

| # | SMILES | PI5P4K alpha inh | EPAC1 antag | PLK1 PBD block | PTHR1 agonist | GLP1R cytotox |
| --- | --- | --- | --- | --- | --- | --- |
| 1 | O=C(COc1ccc(F)cc1)NCCCn1ccnc1 | 7 | -14% | -1% | i | -2% |
| 2 | C[C@H](NC(=O)c1ccc(Cl)c(S(=O)(=O)N2CCOCC2)c1)c1nc2ccccc2[nH]1 | -30 | -16% | -8% | i | -13% |
| 3 | N#Cc1ccc(OCc2noc(-c3ccsc3)n2)cc1 | 5 | 11% | -2% | i | 10% |
| 4 | CCN(CCCNC(=O)CCn1c(=O)[nH]c2ccsc2c1=O)c1ccccc1 | -18 | -23% | 0% | -3% | 3% |
| 5 | C=CCn1c(Cc2cccs2)nnc1SCC(=O)NCc1ccco1 | -7 | 0% | -22% | i | -2% |
| 6 | Cc1cc(C)c(C)c(S(=O)(=O)N2CCC(C(=O)NCc3cccs3)CC2)c1C | 3 | -7% | -2% | i | -2% |
| 7 | CN(C)CCCNc1nc2cc(-c3cncnc3)sc2c(=O)n1C | -3 | -5% | -3% | -9% | 8% |
| 8 | Cc1onc(-c2c(F)cccc2Cl)c1C(=O)NCc1ccc(F)cc1 | -7 | -10% | -12% | i | 2% |
| 9 | CC(C)(C)NC(=O)C(c1cc2ccccc2o1)n1c(=O)c(-c2cc3ccccc3[nH]2)nc2ccccc21 (stereo not given) | 1 | -7% | 1% | i | nt |
| 10 | FCCCOc1ccc(CN2CCN(c3ccccc3F)CC2)cc1 | -1 | -2% | -5% | i | -4% |
| 11 | CCN(CC)C(=O)c1ccc(N)cc1 | 20 | 10% | -2% | -11% | 18% |
| 12 | Cc1cc(N2CCCC2)nc(SCC(=O)c2ccccc2)n1 | 2 | 2% | -1% | -51%[inhibitor][57.5 µM] | 5% |
| 13 | Cc1onc(-c2ccccc2)c1C(=O)Nc1ccc(NC(=O)c2c(-c3ccccc3)noc2C)cc1 | -15 | -1% | 3% | i | 4% |
| 14 | O=C(O)c1ccc(-c2noc(-c3ccccc3F)n2)cc1 | nt | -28% | nt | -35% | nt |
| 15 | CCOC(=O)NNC(=S)Nc1c(C)n(C)n(-c2ccccc2)c1=O | 0 | -11% | -5% | -8% | 0% |

| # | IL2 activator | EPAC1 ag | GLP1R inv ag | GLP1R ag |
| --- | --- | --- | --- | --- |
| 1 | 1.2 | 0% | -16% | 3% |
| 2 | 0.3 | -7% | 12% | -7% |
| 3 | -4.4 | 11% | 21% | 5% |
| 4 | 1.0 | 7% | -19% | 10% |
| 5 | -0.2 | -5% | 5% | 0% |
| 6 | -1.5 | 9% | ? | 8% |
| 7 | -0.3 | -3% | 8% | -8% |
| 8 | 0.4 | -3% | ? | 3% |
| 9 | -0.8 | 13% | ? | nt |
| 10 | -1.3 | -7% | -25% | 6% |
| 11 | 1.0 | 7% | 3% | 4% |
| 12 | 0.2 | 1% | 25% | 0% |
| 13 | -0.1 | 0% | 2% | 6% |
| 14 | -0.1 | -5% | nt | -5% |
| 15 | -0.9 | 10% | -3% | 8% |

A different layout for part of the listing above:
15) CCOC(=O)NNC(=S)Nc1c(C)n(C)n(-c2ccccc2)c1=O
11) CCN(CC)C(=O)c1ccc(N)cc1
14) O=C(O)c1ccc(-c2noc(-c3ccccc3F)n2)cc1
1) O=C(COc1ccc(F)cc1)NCCCn1ccnc1
10) FCCCOc1ccc(CN2CCN(c3ccccc3F)CC2)cc1

Screen / compound no.	15	11	14	1	10
PI5P4K alpha inh	0	20	nt	7	-1
EPAC1 antag	-11%	10%	-28%	-14%	-2%
PLK1 PBD block	-5%	-2%	nt	-1%	-5%
PTHR1 agonist	-8%	-11%	-35%	i	i
GLP1R cytotox	0%	18%	nt	-2%	-4%
IL2 activator	-0.9	1.0	-0.1	1.2	-1.3
EPAC1 ag	10%	7%	-5%	0%	-7%
GLP1R inv ag	-3%	3%	nt	-16%	-25%
GLP1R ag	8%	4%	-5%	3%	6%

(continued)
| # | SMILES | PI5P4K alpha inh | EPAC1 antag | PLK1 PBD block | PTHR1 agonist | GLP1R cytotox |
| --- | --- | --- | --- | --- | --- | --- |
| 16 | O=C(NCCN1CCCC1)c1ccc2c(c1)N(Cc1ccc(F)cc1)C(=O)c1ccccc1S2=O (stereo not given) | -3 | 29% | -8% | i | 1% |
| 17 | CCN(Cc1nc2cc(Cl)ccc2c(=O)[nH]1)C(=O)c1cc2c(s1)CCCCC2 | 7 | 5% | -5% | i | 24% |
| 18 | CCCC(C)C(=O)Nc1nc(C)c(-c2csc(Nc3cc(OC)ccc3OC)n2)s1 (stereo not given) | 0 | 10% | -8% | 3% | -9% |
| 19 | O=C(NCCCN1CCOCC1)c1ccc(S(=O)(=O)N2CCOCC2)cc1 | nt | 9% | 1% | -22%[57.5 µM] | -22% |
| 20 | COc1ccc(CCC(C)NC2C3CC4CC(C3)CC2C4)cc1 (stereo not given) | nt | -9% | -6% | ? | 8% |
| 21 | CCCCCCN1C[C@H](n2cc(C3CC3)nn2)[C@@H](O)C[C@@H]1c1ccc(OC)cc1 | 11 | -8% | -8% | -10% | 2% |
| 22 | CC(C)(C)C(=O)Cn1c(=O)n(-c2ccc(Cl)c(Cl)c2)c(=O)c2c3c(sc21)CCCC3 | nt | nt | nt | 26% | 9% |
| 23 | CCCC[C@@H]1C[C@H]1[C@@H](NC(=O)c1ccco1)c1ccc(C(=O)OC)cc1 | ? | -8% | -6% | -1% | -36% |
| 24 | c1csc(C2=NNC(=NC3CCCCC3)SC2)c1 | -26 | -5% | -9% | i | -3% |
| 25 | O=C1c2ccccc2C(=O)C1c1ccc(Br)cc1 | -1 | -9% | -13% | -10% | 3% |
| 26 | CN(C)c1ccc(NC(=O)c2cccc([N+](=O)[O-])c2)c2ccccc12 | 4 | -3% | -26% | -9% | -1% |
| 27 | COCCCNC(=S)NNC(=O)c1ccc2c(c1)OCO2 | 5 | -30% | 0% | i | -19% |
| 28 | CCCCCCn1c(=O)n2n(c1=O)[C@@H]1CN(S(=O)(=O)c3ccc(C)cc3)C[C@]1(O)[C@@H](OC(=O)NCC1CCCCC1)C2 | -2 | -16% | -2% | -26% | -25% |
| 29 | Cn1nnnc1SCc1csc(Nc2ccccc2)n1 | -15 | -18% | -23% | i | 21% |
| 30 | Cc1ccc(S(=O)(=O)N2[C@H](CC(=O)c3cccc4ccccc34)OC[C@@H]2C(C)C)cc1 | 16 | -10% | 2% | i | -3% |

| # | IL2 activator | EPAC1 ag | GLP1R inv ag | GLP1R ag |
| --- | --- | --- | --- | --- |
| 16 | 0.2 | -3% | ? | 6% |
| 17 | -5.1 | 10% | 14% | -7% |
| 18 | -2.6 | -11% | -22% | -6% |
| 19 | 1.6 | -7% | 7% | -1% |
| 20 | 2.0 | 0% | 0% | 3% |
| 21 | -3.8 | -15% | ? | 11% |
| 22 | nt | nt | 2% | -1% |
| 23 | -4.2 | -14% | ? | -2% |
| 24 | -1.1 | 2% | ? | 4% |
| 25 | -0.3 | 2% | -1% | -1%&-1% |
| 26 | -3.0 | 3% | 1% | 7% |
| 27 | 0.6 | 6% | 24% | -3% |
| 28 | -3.6 | -24% | ? | -2% |
| 29 | -0.2 | -2% | 0% | 13% |
| 30 | -0.6 | 10% | ? | nt |

Entries by screen from the entries so far.
Compounds 18 to 26 in GLP1R cytotox, in turn: -9%, -22%, 8%, 2%, 9%, -36%, -3%, 3%, -1%

(cont.)
| # | SMILES | PI5P4K alpha inh | EPAC1 antag | PLK1 PBD block | PTHR1 agonist | GLP1R cytotox |
| --- | --- | --- | --- | --- | --- | --- |
| 31 | O=C(CNC(=O)c1ccccc1)OC1CCCCC1 | 2 | 15% | 3% | i | -10% |
| 32 | CC(=O)N(C)c1ccc(C=C2C=Cc3ccccc32)cc1 | 3 | -3% | ? | -29% | ? |
| 33 | O=C(CCC(=O)Nc1ccc(F)cc1)N/N=C/c1ccc(F)cc1 | 4 | 9% | -7% | i | 4% |
| 34 | CCOC(=O)C1(CCCc2ccccc2)CCN(CC(O)CO)CC1 (stereo not given) | 4 | 17% | -4% | -9% | 0% |
| 35 | CCc1cc(=O)oc2cc3occ(C)c3cc12 | -1 | 1% | -3% | i | 21% |
| 36 | COc1cc2c(C(=O)O)c(C)n(-c3ccccc3)c2c2ccccc12 | 2 | 3% | -21% | -7% | -9% |
| 37 | Cc1ccc(C(=O)OC2=CC(=O)CC(C)(C)C2)cc1 | 1 | -6% | ? | i | -1% |
| 38 | Cc1ccc([N+](=O)[O-])cc1NC1CC(O)C(CO)O1 (stereo not given) | -9 | -1% | -3% | i | -11%[1.53 µM] |
| 39 | CC(C)(C)NC(=O)c1ccc(COc2ccccc2Br)o1 | 1 | -3% | -3% | -4%[57.5 µM] | -11% |
| 40 | CC(=O)Nc1ccc(-c2ccnc3c2CC(C)(C(=O)NC(C)C)O3)cc1 (stereo not given) | 1 | 7% | 2% | i | 5% |
| 41 | CCOC(=O)c1c(NC(=O)C(C)OC(=O)C2=COCCO2)sc2c1CCCC2 (stereo not given) | 16 | 1% | -3% | -23% | 15% |

| # | IL2 activator | EPAC1 ag | GLP1R inv ag | GLP1R ag |
| --- | --- | --- | --- | --- |
| 31 | 1.4 | 4% | ? | 0% |
| 32 | -0.7 | 8% | ? | 0% |
| 33 | 0.6 | 2% | -15% | 0% |
| 34 | -4.1 | 4% | ? | 4% |
| 35 | -1.9 | 7% | 52%[activator] | 0% |
| 36 | 6.9 | -3% | -31% | -2% |
| 37 | -0.4 | -7% | 13% | -20% |
| 38 | -0.4 | 0% | 18% | -3% |
| 39 | -0.9 | 2% | ? | 4% |
| 40 | 0.5 | -14% | 30% | -1% |
| 41 | -0.9 | -1% | ? | -7% |

Some of the compounds tested, so the mix of outcomes need not match the whole.
